XIAP displacement = XIAP antagonists, biochemical, IAP family, fluorescence polarization (AID 1018); hit rate 0.007% among 200,000; XIAP BIR domain, fluorescence polarization peptide displacement; higher % means a stronger effect; displacement, % at 20 µM, or IC50 in µM where a hit was titrated; in the data active means displacement above about 50%; further: a part of the inactive calls stands beside numbers as strong as those of hits
AID2073 = disruptors of CaV2.2 binding to Mint1 – biochemical, HTRF (AID 2073) | inhibition, % at 20 µM, or IC50 in µM where a hit was titrated | hit rate 0.19% among 290,000 | HTRF protein-protein interaction, Mint1-CaV2.2; higher % means a stronger effect; in the data active means inhibition mostly above about 51%, no sharp cut-off; inconclusive means no clear call, values can overlap the other calls; inactive means mostly below about 53%; further: some results filed as inactive read as strong as hits
Siah-1 displacement = Siah-1 peptide-binding antagonists, primary screen, biochemical, fluorescence polarization, rhodamine-plectin, uHTS (AID 1817). displacement, % at 20 µM, or IC50 in µM where a hit was titrated. hit rate 0.02% among 290,000. Siah-1 / rhodamine-plectin peptide fluorescence polarization; higher % means a stronger effect;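 active means displacement of at least 50% at 20 µM, with a fluorescence ratio check between 0.3 and a set limit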;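 further: plate controls were Siah plus tracer with DMSO for no effect and tracer alone without Siah for full effect; strong numbers were not always called active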
Dengue-2 NS5 capping = Dengue-2 NS5 methyltransferase inhibitors, primary screen, biochemical, confirmation dose response (AID 588689); Dengue-2 NS5 methyltransferase capping enzyme assay, biochemical; higher % means a stronger effect; inhibition, % at 25 µM; hits with a dose series show IC50 in µM; hit rate 0.3% among 340,000; in the data active means a potency from the dose series; inconclusive means inhibition above about 29% without an active follow-up result
LYP inhibition = PTPN22 lymphoid phosphatase activity blockers – biochemical, fluorescence intensity, uHTS (AID 1779); recombinant LYP phosphatase, fluorescence intensity; higher % means a stronger effect; one-dose inhibition, % at 11.5 µM; IC50 in µM for titrated hits; hit rate 0.054% among 290,000; in the data active means inhibition above about 50%;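 further: plate controls were vehicle with enzyme for no effect and no enzyme for full effect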
Rac1 GTP hydrolysis = MgcRacGAP GTPase-activating activity inhibitors, confirmation, biochemical, ADP Hunter fluorescence; MgcRacGAP-stimulated Rac1 GTP hydrolysis, ADP Hunter fluorescence; higher % means a stronger effect; GST-tagged Rac1 F28L mutant substrate; AID 624330; one-dose inhibition, % at 30 µM; IC50 in µM for titrated hits; hit rate 0.6% among 340,000;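 active means first-screen hits whose inhibition reached a set limit at any dose in the follow-up dose series; inconclusive means inhibition above the set first-screen limit but never retested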;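 further: fluorescence reports GDP produced by GAP-driven GTP hydrolysis; strong numbers were not always called active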
Large T inhibition = SV40 large T antigen inhibitors, biochemical (AID 1903). hit rate 0.39% among 310,000. inhibition, % at 20 µM; hits with a dose series show IC50 in µM. SV40 large T antigen ATPase/helicase inhibition assay; higher % means a stronger effect; in the data active means a potency from the dose series; inconclusive means inhibition mostly from about 32% at the one dose, without a potency; inactive means the rest, 99 in 100 with inhibition below about 32%; further: strong numbers were not always called active
RSV CPE inhibition = inhibition of RSV-induced cytopathic effect – HEp-2 cells, primary 10 µM value included (AID 2391); HEp-2 cells, RSV-induced CPE inhibition; higher % means a stronger effect; CPE inhibition, % at 10 µM; hits with a dose series show IC50 in µM; hit rate 0.13% among 310,000; in the data active means a potency from the dose series; inconclusive means CPE inhibition mostly from about 23% at the one dose, without a potency; inactive means the rest, 99 in 100 with CPE inhibition below about 21%; further: strong numbers were not always called active
HIV peptide binding = cell-free HIV fusion peptide-binding blockers – biochemical, uHTS, fluorescence dequenching, primary screen (AID 1986); cell-free peptide binding, fluorescence dequenching, 30 min; higher % means a stronger effect; inhibition, % at 20 µM; hits with a dose series show IC50 in µM; hit rate 0.3% among 290,000; in the data active means inhibition mostly above about 52%, no sharp cut-off; inactive means mostly below about 76%; further: some results filed as inactive read as strong as hits
Dengue-2 NS5 capping pilot replicate = further read-out of Dengue-2 NS5 capping, marked with its call; inhibition, %; measured here: pilot screen replicate inhibition
* hit, by the source's call; ? = inconclusive; · = no result given. An unsorted share of the library (roughly 1.7% active in at least one column).

SMILES	XIAP displacement	AID2073	Siah-1 displacement	Dengue-2 NS5 capping	LYP inhibition	Rac1 GTP hydrolysis	Large T inhibition	RSV CPE inhibition	HIV peptide binding	others
CCOc1ccc(-n2ccnc2SCC(=O)N2CCCc3ccccc32)cc1	-5.0%	-7%	2%	0%	5%	11%	23%	4.0%	0.6%
CSc1ccc(CNC(=O)C2CCC(=O)N(CCc3cccc(F)c3)C2)cc1 (configuration not stated)	·	7%	-7%	0%	-14%	-13%	·	0.5%	-0.7%
Cc1ccccc1NC(=O)c1ccc(-c2ccc(Cl)cc2Cl)o1	-3.4%	5%	1%	-13%	3%	-3%	1%	5.2%	-2.3%
O=C(CCNS(=O)(=O)c1ccc(Cl)cc1)NCc1cccs1	-8.3%	-6%	-13%	-10%	-11%	-8%	16%	2.2%	-2.6%
Cc1cc(C)c(NS(=O)(=O)c2ccc3c(c2)n(C)c(=O)n3C)c(C)c1	·	4%	2%	3%	-4%	-8%	5%	1.3%	-1.6%
O=C1CC(N2CCC(c3nc4ccccc4s3)CC2)C(=O)N1 (configuration not stated)	-1.8%	-1%	0%	-2%	3%	6%	8%	1.1%	1.0%
COc1cccc(NC(=O)CN(c2ccc(C)cc2)S(=O)(=O)c2c(C)nn(C)c2C)c1	-4.4%	1%	-2%	-1%	0%	5%	3%	-0.8%	18%
O=C(Cc1cc(=O)oc2cc(O)ccc12)N[C@@H](Cc1c[nH]c2ccccc12)C(=O)O	·	28%	1%	1%	0%	8%	11%	0.4%	0.7%
COc1ccccc1CNC(=O)C(NS(=O)(=O)c1ccc2c(c1)OCCO2)C(C)C (configuration not stated)	-8.5%	-7%	4%	4%	3%	7%	1%	1.2%	-0.7%
O=C(NCCc1csc(-c2ccccc2)n1)c1ccc(Br)o1	-8.4%	2%	-1%	0%	2%	10%	2%	2.6%	-0.4%
O=C1/C(=C/c2cccc(F)c2)Oc2cc(O)ccc21	·	39%	-5%	14%	2%	6%	10%	4.2%	43%
O=C(NC1CCN(C(=O)Nc2ccc(F)cc2)CC1)c1cccc(F)c1	·	10%	6%	-2%	-7%	13%	21%	1.5%	0.3%
OC1(c2cccc(F)c2)CCN(Cc2ccncc2)CC1	-7.4%	-5%	2%	-2%	-6%	5%	-3%	-0.6%	-2.0%
CN(C)/C=N/N(C)c1ncccc1[N+](=O)[O-]	·	13%	9%	2%	-8%	4%	27%	0.4%	-1.0%
Cc1nn(C(C)C)c(C)c1CN1CCCC(CCC(=O)NCc2ccccc2F)C1 (configuration not stated)	-6.8%	22%	-5%	7%	-7%	0%	14%	-1.5%	-2.3%

Three records drawn at random from those above:
SMILES	XIAP displacement	AID2073	Siah-1 displacement	Dengue-2 NS5 capping	LYP inhibition	Rac1 GTP hydrolysis	Large T inhibition	RSV CPE inhibition	HIV peptide binding	others
O=C1CC(N2CCC(c3nc4ccccc4s3)CC2)C(=O)N1 (configuration not stated)	-1.8%	-1%	0%	-2%	3%	6%	8%	1.1%	1.0%
COc1ccccc1CNC(=O)C(NS(=O)(=O)c1ccc2c(c1)OCCO2)C(C)C (configuration not stated)	-8.5%	-7%	4%	4%	3%	7%	1%	1.2%	-0.7%
Cc1nn(C(C)C)c(C)c1CN1CCCC(CCC(=O)NCc2ccccc2F)C1 (configuration not stated)	-6.8%	22%	-5%	7%	-7%	0%	14%	-1.5%	-2.3%

Continuation:
SMILES	XIAP displacement	AID2073	Siah-1 displacement	Dengue-2 NS5 capping	LYP inhibition	Rac1 GTP hydrolysis	Large T inhibition	RSV CPE inhibition	HIV peptide binding	others
COc1ccccc1CCC(=O)OCC(=O)NC1CCCCC1	·	?	1%	-3%	-4%	3%	8%	0.7%	-1.6%
COc1ccc(CCNC(=O)CCNC(=O)c2ccco2)cc1OC	·	-7%	0%	5%	1%	7%	2%	1.1%	-0.1%
Cc1ccc(S(=O)(=O)N2CCOC2CNC(=O)C(=O)NCc2ccco2)cc1 (configuration not stated)	-5.9%	6%	-5%	-3%	0%	3%	14%	1.6%	4.7%
COC(=O)c1cc(NC(=O)C2CC(=O)NC(=NCc3ccc(OC)cc3)S2)cc(C(=O)OC)c1 (configuration not stated)	-7.4%	9%	-4%	-7%	-9%	1%	6%	0.2%	-0.5%
O=C(COc1ccccc1)NNC(=S)NC(=O)c1ccc(Cl)cc1Cl	0.6%	-8%	2%	·	5%	·	20%	2.6%	11%
O=C(N/N=C/c1ccccc1O)C1CC(=O)N(c2ccc(F)cc2)C1 (configuration not stated)	·	10%	6%	-5%	-4%	5%	0%	3.9%	-1.2%
CN(C)S(=O)(=O)c1cccc(NC(=O)CN2C(=O)NC(CCc3ccccc3)C2=O)c1 (configuration not stated)	-14%	13%	5%	-4%	2%	0%	15%	0.6%	-1.1%
Cc1ccc(NC(=S)N2CCC(N(C)CC3CCCO3)CC2)c(C)c1 (configuration not stated)	-3.3%	-13%	1%	-3%	-6%	6%	1%	-0.9%	-1.5%
COc1ccc(S(=O)(=O)Nc2ccccc2C(=O)N2CCOCC2)cc1OC	·	-6%	-1%	0%	-3%	3%	10%	1.7%	-0.6%
COC(=O)CC1C(=O)NCCN1C(=S)Nc1ccc(F)cc1 (configuration not stated)	·	-9%	5%	5%	-8%	6%	15%	3.4%	0.3%
CCCCNc1c(-c2ccc(-c3cccc(Cl)c3)cc2)nc2ccccn12	·	·	·	-13%	·	11%	-1%	-2.5%	·
CC1CCCCC1NS(=O)(=O)c1ccc(S(=O)(=O)NCc2ccncc2)cc1 (configuration not stated)	-5.0%	5%	1%	·	-5%	·	-7%	-0.6%	-0.9%
O=C(Nc1ccc(F)cc1F)c1cc(Cl)sc1Cl	·	9%	3%	-1%	-3%	7%	4%	2.2%	0.8%
COc1ccccc1CNC(=O)/C=C/c1ccc(S(=O)(=O)NCc2ccco2)cc1	-7.1%	4%	-3%	-8%	-1%	8%	6%	5.1%	1.7%
O=C(Nc1cccc(Cl)c1Cl)Nn1cnnc1	·	12%	4%	-6%	-5%	3%	21%	1.6%	3.2%
O=C1NC(c2cccc(Br)c2)=N/C1=C\c1ccco1	-0.4%	7%	0%	-40%	0%	-8%	32%	1.5%	29%
CCOc1ccc(C(=O)NCC(=O)NCCCSc2ccccc2)cc1OCC	·	44%	2%	-6%	-11%	7%	11%	3.2%	-0.3%
O=C(O)CC(NC(=O)CCC1CCCCC1)c1cc([N+](=O)[O-])ccc1Cl (configuration not stated)	-4.8%	-3%	-4%	-7%	-4%	0%	7%	0.4%	0.2%
S=C(c1ccc[nH]1)N1CCOCC1	-5.8%	15%	9%	-8%	-2%	4%	-16%	1.3%	3.0%
O=C(Cn1cc2c(n1)CCCCC2)NC1CCN(Cc2ccccc2)CC1	-4.9%	1%	4%	0%	-7%	5%	-1%	-0.8%	5.6%
COc1ccc(OC)c(S(=O)(=O)NCc2ccc(N3CCN(C)CC3)cc2)c1	·	10%	5%	0%	-8%	6%	5%	-0.2%	-0.2%
CC(=O)/C(N=Nc1ccc2c(c1)OCCO2)=C(\C)O	-11%	-9%	-2%	-5%	-1%	11%	4%	-0.6%	15%
CCOC(=O)C1CCN(C(=O)COC(=O)c2ccc(Br)o2)CC1	-5.9%	4%	-6%	-1%	-9%	2%	4%	0.9%	-1.5%
Cc1ccc(/C=N/NC(=O)c2cc(-c3cccnc3)nc3ccccc23)cc1	-3.5%	-3%	15%	-2%	2%	5%	3%	-1.1%	1.0%
O=C(CCCCCN1C(=O)CCC1=O)Nc1ccc2c(c1)OCCO2	-2.5%	-8%	0%	-3%	2%	2%	4%	0.9%	-0.7%
Cc1cccc(NC(=O)c2cccc(S(=O)(=O)Nc3ccccc3C(=O)O)c2)c1	·	12%	-3%	-3%	-10%	6%	5%	0.4%	21%
COc1ccc(CNS(=O)(=O)NCc2ccc(OC)c(OC)c2)cc1	-6.0%	2%	0%	-5%	8%	14%	24%	8.8%	-0.8%
CN(C)c1ccc(C=NC(CO)C(O)c2ccc([N+](=O)[O-])cc2)cc1 (configuration not stated)	·	9%	-6%	-2%	-2%	9%	4%	2.2%	-1.2%
CCC(=O)OCCn1c(=O)c2ccccc2c2ccccc2c1=O	-6.3%	2%	-4%	-13%	-2%	3%	6%	1.0%	-0.1%
Cn1c(=O)c2c(nc(N3CCCCCC3)n2Cc2cccc3ccccc23)n(C)c1=O	-5.9%	0%	-2%	-4%	-2%	4%	8%	11%	-0.4%
Cc1ccc(NC(=S)N2CCC(N(C)CC3CCCO3)CC2)cc1C (configuration not stated)	-1.1%	-17%	0%	-7%	-9%	1%	19%	-0.7%	1.5%
CN1CCN(S(=O)(=O)c2cccc(C(=O)NCCOc3ccccc3F)c2)CC1	·	9%	5%	-3%	-15%	6%	6%	0.8%	0.7%
O=C(NNc1c(Cl)cccc1Cl)c1ccno1	·	-15%	16%	2%	-6%	9%	34%	·	1.2%
CCOC(=O)N1CCC(NC(=O)CSc2cc(=O)n(C)c3ccccc23)CC1	1.7%	1%	1%	0%	2%	6%	5%	1.0%	-1.8%
Cc1nc2ccccn2c1CN(C)C(=O)C1CCC(=O)N(Cc2cccc(F)c2)C1 (configuration not stated)	·	-4%	13%	-6%	-11%	12%	3%	3.8%	-0.3%
Cn1c(CN2CCOCC2)nnc1SCC(=O)Nc1ccc2c(c1)OCCO2	-2.3%	4%	3%	8%	-8%	3%	3%	-0.8%	-1.1%
CC1CCN(S(=O)(=O)c2cccc(S(=O)(=O)N3CCOCC3)c2)CC1	-9.0%	34%	-2%	-3%	-1%	4%	2%	0.0%	0.2%	Dengue-2 NS5 capping pilot replicate=1.7
COCCNC(=O)C(C)N(c1ccc(OC)cc1)S(C)(=O)=O (configuration not stated)	0.2%	28%	-1%	1%	3%	5%	-9%	3.5%	4.1%
COc1ccc(-c2nnc3n2N=C(c2ccccc2)CS3)cc1OC	-3.9%	5%	6%	·	2%	·	·	·	-2.5%
O=S(=O)(Nc1ccc2ccccc2n1)c1ccccc1Cl	·	14%	-3%	-4%	-10%	9%	3%	1.6%	-0.4%
CCOc1ccc(N/C=C/C(=O)c2ccc(OC)cc2)cc1	·	19%	-3%	2%	-6%	10%	10%	0.6%	-1.7%
COc1cccc(-n2c([S-])c(C(=O)Nc3ccc(C(F)(F)F)cc3)[n+]3ccccc23)c1	-12%	15%	1%	·	-1%	·	4%	-1.6%	-1.1%
O=C(c1cccc([N+](=O)[O-])c1)N1CCN(c2ccc(N3CCOCC3)nn2)CC1	·	·	·	-5%	·	9%	16%	-0.7%	·
O=C(/C=C/c1ccccc1)NC(NC(=S)Nc1ccc(C(=O)O)cc1)C(Cl)(Cl)Cl (configuration not stated)	-0.6%	-14%	-1%	3%	2%	10%	7%	0.8%	39%
CNC(=O)CSc1ncnc2c1cnn2-c1ccccc1	-5.0%	11%	3%	-4%	-2%	11%	23%	-1.3%	0.1%
CCOC(=O)c1c(NC(=O)COC(=O)c2nc(Cl)ccc2Cl)sc2c1CCC2	-1.0%	-4%	-10%	-10%	-2%	1%	15%	13%	2.6%
CCOC(=O)C(=O)N/N=C(/c1ccccc1)c1ccc(OC)cc1	·	-1%	8%	3%	-2%	2%	1%	2.5%	-1.1%

Compound activity as filed in PubChem BioAssay.
